ASK1 inh = ASK1 kinase inhibitors, primary screen, biochemical, AlphaScreen; AlphaScreen MKK6 phosphorylation by ASK1, luminescence; AID 1159602, 2016; inhibition, % at 7.44 µM; Mitogen-activated protein kinase kinase kinase 5 (Homo sapiens), Q99683; actives 0.99% (n = 22,000); in the data active = inhibition above about 35%;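 note: 0% = median of compound wells and 100% = no enzyme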
ULK1 primary = ULK1 kinase inhibitors, primary screen, biochemical, AlphaScreen; AID 1259251, 2017; inhibition, % at 5.96 µM; actives 1.9% (n = 30,000); AlphaScreen Atg13 phosphorylation by ULK1, luminescence; Serine/threonine-protein kinase ULK1 (Homo sapiens), O75385; in the data active = inhibition above about 43%;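 note: 0% = median of compound wells and 100% = no enzyme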
Target sequence (O75385 whole entry, looked up): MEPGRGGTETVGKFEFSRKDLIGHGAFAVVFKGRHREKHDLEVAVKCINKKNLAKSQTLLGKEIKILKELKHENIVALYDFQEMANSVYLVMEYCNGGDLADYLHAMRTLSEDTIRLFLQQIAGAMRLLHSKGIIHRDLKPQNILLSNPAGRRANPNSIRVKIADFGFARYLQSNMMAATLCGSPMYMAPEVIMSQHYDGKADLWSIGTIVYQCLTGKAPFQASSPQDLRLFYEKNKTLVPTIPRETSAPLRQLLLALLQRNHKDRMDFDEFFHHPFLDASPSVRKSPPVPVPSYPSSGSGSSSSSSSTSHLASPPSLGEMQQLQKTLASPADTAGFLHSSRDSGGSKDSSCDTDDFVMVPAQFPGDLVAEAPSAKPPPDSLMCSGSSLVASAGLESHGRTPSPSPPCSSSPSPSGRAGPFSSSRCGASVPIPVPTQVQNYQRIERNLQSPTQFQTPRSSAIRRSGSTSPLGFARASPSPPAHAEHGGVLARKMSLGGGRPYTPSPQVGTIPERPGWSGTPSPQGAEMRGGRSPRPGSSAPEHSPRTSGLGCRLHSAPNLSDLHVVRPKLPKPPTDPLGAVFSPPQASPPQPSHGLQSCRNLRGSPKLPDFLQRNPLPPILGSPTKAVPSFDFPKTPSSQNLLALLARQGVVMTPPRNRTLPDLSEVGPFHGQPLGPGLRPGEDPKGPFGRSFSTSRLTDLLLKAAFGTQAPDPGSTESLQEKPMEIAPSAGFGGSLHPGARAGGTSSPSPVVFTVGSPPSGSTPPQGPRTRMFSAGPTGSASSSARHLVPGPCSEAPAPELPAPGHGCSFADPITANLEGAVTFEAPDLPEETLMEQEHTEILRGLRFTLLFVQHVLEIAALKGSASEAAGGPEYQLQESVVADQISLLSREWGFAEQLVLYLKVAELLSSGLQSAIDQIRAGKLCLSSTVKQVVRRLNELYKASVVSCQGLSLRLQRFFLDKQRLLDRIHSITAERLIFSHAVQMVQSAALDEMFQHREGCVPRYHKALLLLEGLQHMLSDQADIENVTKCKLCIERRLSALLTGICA
* marks the source's active call; other numbers are inactive results; / = no result given.

no.	ASK1 inh	ULK1 primary	Compound
1	5.2	68.5*	CC(=O)Nc1ccc(Nc2nc(NCc3cccnc3)nc3c2ncn3C(C)C)cc1
2	0.5	12.1	COc1ccc(-c2ncc(C)c(Nc3ccc(NC(C)=O)cc3)n2)cn1
3	-0.9	1.1	OCCNc1cc(-c2csc3ccccc23)ncn1
4	-3.4	-8.7	COc1ccc(CCNC(=O)c2cccc(-c3c(C)nn(C)c3C)n2)cc1
5	5.3	12.0	c1cc(-c2ccc3cnc(Nc4ccc(-n5cnc(N6CCOCC6)n5)cc4)nc3c2)ccn1
6	-17.3	8.9	Cc1cncc2cccc(NC3CCN(C(=O)Cc4ccc(Br)cc4)C3)c12 (centres undefined)
7	/	12.8	COc1ccc(/C=C(\C#N)C(=O)N2CCOCC2)cc1I
8	-24.0	0.6	NC(=O)C1CCN(c2ccc(Nc3ccc(-n4ccnc4)cc3)nn2)CC1
9	-23.2	31.6	CN1CCN(C(=O)c2ccc(-c3nc(NCc4cccnc4)c4[nH]cnc4n3)cc2)CC1
10	1.9	5.4	Cn1nccc1Nc1nc(C(=O)Nc2ccc(N3CCOCC3)cc2)cs1
11	-9.1	9.8	O=C1CCCN1CCCNc1ncnc2nc(Nc3ccc(C(F)(F)F)cc3)[nH]c12
12	/	-7.2	CCN1C(=O)NC2(CCN(CC(=O)Nc3ccc(F)cc3)CC2)C1=O
13	-13.7	-13.9	NC(C(=O)N1CCCN(C(=O)c2ccc3[nH]ncc3c2)CC1)c1ccc(-c2ccccc2)cc1 (centres undefined)
14	-5.2	5.6	CC(C)N(CCNc1nc(Nc2ccccn2)nc2c1ncn2-c1ccsc1)C(C)C
15	/	21.2	O=C1NC(=S)S/C1=C\c1ccc(Cl)c([N+](=O)[O-])c1
16	-35.7	30.3	Cc1ccc(C(N)C(=O)N2CCC(Nc3ccc4[nH]ncc4c3)C2)cc1 (centres undefined)
17	-2.1	-2.8	COc1nc(NCCN(C(C)C)C(C)C)nc(-c2ccccc2)n1
18	48.1*	5.6	Cc1ncn(-c2ccc(Nc3nccc(-c4cc(F)cc(-c5cn[nH]c5C)c4)n3)cc2)n1
19	-13.7	23.4	Nc1nc(Nc2nccc3ccccc23)nc2nc[nH]c12
20	-18.0	-5.2	Cc1cccc(I)c1N1CCC2(CC1)OCCO2
21	4.4	-9.8	C[n+]1c(SCCC(=O)O)n[nH]c1-c1ccncc1
22	-12.4	11.2	O=C(Nc1ccc(-c2cn[nH]c2)cc1SCCN1CCOCC1)NC(CCO)c1ccccc1 (centres undefined)
23	/	6.5	COc1cc([C@@H]2c3cc4c(cc3[C@H](O)[C@H]3COC(=O)[C@H]23)OCO4)cc(OC)c1OC
24	7.0	-11.8	OCCNc1ccnc(-c2ccccc2)n1
25	14.0	-20.2	c1ccc(Nc2cc(-c3ccnc(Nc4ccc(N5CCOCC5)cc4)c3)[nH]n2)cc1
26	/	11.4	O=C(CN1C(=O)NC2(CCN(Cc3ccccc3)CC2)C1=O)Nc1ccccc1F
27	/	4.5	Cc1ccccc1Cn1c(SCC#N)nc2c1c(=O)n(C)c(=O)n2C
28	39.1*	19.8	Cc1ccc(-c2cccc3cnc(Nc4ccc(-n5cnc(C)n5)cc4)nc23)cn1
29	/	-7.7	Cc1nc(-c2cncc(-c3ccccc3)c2)cc(N2CCC3(CC2)OCCO3)n1
30	/	8.5	CC(C)Cn1c(=O)c2c(nc3n2CCS3)n(C)c1=O

Reformatted with two lines to a compound: four of the compounds above
Values in the order: ASK1 inh	ULK1 primary
1	CC(=O)Nc1ccc(Nc2nc(NCc3cccnc3)nc3c2ncn3C(C)C)cc1
 : 5.2	68.5*
5	c1cc(-c2ccc3cnc(Nc4ccc(-n5cnc(N6CCOCC6)n5)cc4)nc3c2)ccn1
 : 5.3	12.0
30	CC(C)Cn1c(=O)c2c(nc3n2CCS3)n(C)c1=O
 : /	8.5
8	NC(=O)C1CCN(c2ccc(Nc3ccc(-n4ccnc4)cc3)nn2)CC1
 : -24.0	0.6

4 entries from above in a different format.
no. | SMILES | ASK1 inh | ULK1 primary
5 | c1cc(-c2ccc3cnc(Nc4ccc(-n5cnc(N6CCOCC6)n5)cc4)nc3c2)ccn1 | 5.3 | 12.0
6 | Cc1cncc2cccc(NC3CCN(C(=O)Cc4ccc(Br)cc4)C3)c12 (centres undefined) | -17.3 | 8.9
7 | COc1ccc(/C=C(\C#N)C(=O)N2CCOCC2)cc1I | / | 12.8
8 | NC(=O)C1CCN(c2ccc(Nc3ccc(-n4ccnc4)cc3)nn2)CC1 | -24.0 | 0.6

Continuation.
no.	ASK1 inh	ULK1 primary	Compound
31	-3.0	-1.4	CC(=O)Nc1ccc(Nc2cc(C)nc(NCCN3CCOCC3)n2)cc1
32	0.5	-6.6	O=C(NCc1nc2ccccc2[nH]1)c1cccc(-c2ccc(N3CCOCC3)nc2)n1
33	-7.8	24.7	Cc1ncn(-c2ccc(Nc3ncc4cccc(-c5cnn(C)c5)c4n3)cc2)n1
34	22.1	-15.4	CC(C)n1cnc2c(NCCc3ccc(O)cc3)nc(Nc3ccccc3)nc21
35	-0.7	7.3	CCOc1ccc(Nc2cc(-n3cnc(Nc4ccccc4)n3)c(F)cn2)cc1
36	/	1.0	COc1ccc2c(c1)c(C(=O)CN(C)C)c(C)n2C
37	-9.3	-7.0	COc1cc(NC(=O)c2cccc(-n3cc(NC(=O)Cc4ccncc4)cn3)c2)cc(OC)c1OC
38	-1.2	2.8	OC1CCC(Nc2nc(Nc3ccccc3)c3ncn(-c4ccccc4)c3n2)CC1 (centres undefined)
39	-4.6	-1.9	CCCNc1nc(Nc2ncccn2)nc2c1ncn2C1CCCCC1
40	/	3.4	O=C1N(Cc2ccccc2)CCN1c1ccc(C(F)(F)F)cn1
41	/	12.6	Cc1c[nH]c2ccccc12
42	-4.6	-15.9	O=C(Nc1csc(-c2ccncc2)c1)[C@H]1CNC[C@@H]1c1ccccc1
43	3.2	6.9	c1cncc(CNc2nc(Nc3ccc4c(c3)OCO4)c3[nH]cnc3n2)c1
44	6.7	2.3	CCNc1nc(NCCCN2CCCC2=O)c2ncn(-c3ccccc3)c2n1
45	18.9	23.0	CN(C)c1cccc(Nc2nc(C(=O)Nc3ccc4c(c3)OCO4)cs2)c1
46	10.9	-2.3	O=C(NCc1ccccc1)c1cccc(N2CCN(c3ccccn3)CC2)n1
47	/	1.8	CSc1nc2c(c(=O)[nH]c(=O)n2C)n1CCC(C)C
48	-17.1	6.6	COc1ccc(CCNc2ncnc3nc(Nc4nc5ccccc5n4C)[nH]c23)cc1
49	-24.7	-14.8	COc1ccc(CCNC(=O)c2cnc(Nc3ccccc3)s2)cc1
50	-13.2	0.9	CN1CCN(C(=O)c2ccc(-c3nc4ccc(C(=O)Nc5ccc(N6CCOCC6)cc5)cc4s3)cc2)CC1
51	-11.5	5.4	Cn1c(Nc2nc(NC3CC3)c3ncn(CCN4CCCC4=O)c3n2)nc2ccccc21
52	19.9	-10.9	c1ccc(-n2cnc3c(NC4CC4)nc(Nc4ccc5ncccc5c4)nc32)cc1
53	-2.7	70.5*	CS(=O)(=O)Nc1ccc(-c2ccnc(Nc3ccc(N4CCOC4=O)cc3)n2)cc1
54	-2.2	-3.2	COc1ccc(-c2nc3c(NC4CC4)ncnc3n2C(C)C)cc1
55	/	-11.4	CCOC(=O)c1oc2cc(NC(=O)c3ccc(OC)c(OC)c3)ccc2c1C
56	/	-17.1	CC(C)N(C(=O)Cc1csc(NC(=O)Nc2ccc(Cl)cc2)n1)C(C)C
57	/	2.3	Cc1ccc(-c2cnc(N3CCN(C)CC3)nc2)cc1
58	-27.7	-13.2	CC(C)N(CCNC(=O)Cc1cn(-c2ccc(Nc3ccc(C(F)(F)F)cc3)nn2)c2ccccc12)C(C)C
59	-6.7	-16.8	CC(C)N(CCNC(=O)c1cccc(-c2ccc(C(=O)NC3CC3)cc2)n1)C(C)C
60	/	-11.7	O=C(Cn1c(CO)cnc1SCc1cccc(F)c1)NCc1ccc(Cl)cc1
61	8.4	-16.0	FC(F)(F)c1ccc(Cn2cnc3c(NCc4cccnc4)nc(N4CCN(Cc5ccc6c(c5)OCO6)CC4)nc32)cc1
62	12.8	11.2	O=C(NCCOc1ccccc1)c1ccc2nc(Nc3cccnc3)sc2c1
63	7.1	-28.6	O=C(NCCN1CCOCC1)c1cccc(N2CCc3ccccc3C2)n1
64	/	-9.3	COc1cc(OC)nc(C2CCN(C(=O)CCC(=O)O)CC2)n1
65	-7.1	16.9	NC(=O)c1cnc(Nc2ccc(C(F)(F)F)cc2)s1
66	-6.6	3.9	CC(C)n1c(Nc2ccc(N3CCOCC3)cc2)nc2c(NC3CCN(Cc4ccccc4)CC3)ncnc21
67	-21.7	19.4	O=C(Cc1ccc(Br)cc1)N1CCCC(Nc2cccc3cnccc23)C1 (centres undefined)
68	-4.7	1.9	O=C1CCCN1CCn1cnc2c(NC3CC3)nc(N3CCN(c4ccccn4)CC3)nc21
69	/	0.0	Cc1cc(C)nc(Oc2ccc(NC(=O)CCl)cc2)n1
70	2.7	9.4	O=C(Nc1ccc(-c2cn[nH]c2)cc1)C1COc2ccc(F)cc2C1 (centres undefined)
71	-82.5	-6.2	c1ccc2c(Nc3nc(NCc4nc5ccccc5[nH]4)c4ncn(-c5ccsc5)c4n3)nccc2c1
72	/	-1.9	CC(C)NNC(=O)COc1ccc(Cl)cc1
73	/	3.5	CCOC(=O)C1CCN(C(=O)c2cn(C)c3c(=O)n(-c4ccc(F)cc4)c(=O)[nH]c23)CC1
74	/	5.2	Cn1cc(C(=O)N2CCN(c3ccccc3)CC2)c2[nH]c(=O)n(Cc3ccccc3)c(=O)c21
75	1.7	11.7	Cn1nccc1Nc1ccc(N2CCC(C(=O)NCCc3ccc(O)cc3)CC2)nn1
76	-4.0	1.5	O=C(NCCN1CCOCC1)c1cccc(N2CCN(Cc3ccc4c(c3)OCO4)CC2)n1
77	-9.9	-2.0	Cc1cc(NC2CC2)nc(Nc2cccnc2)n1
78	-0.9	15.2	Cn1nccc1Nc1nc(NCCCN2CCCC2=O)c2ncn(-c3ccsc3)c2n1
79	-25.3	6.9	O=C(Cc1cn(-c2ccc(N3CCC(N4CCOCC4)CC3)nn2)c2ccccc12)NCCOc1ccccc1
80	16.0	-49.2	c1ccc(Nc2cccc(-c3ccnc(Nc4ccc(-c5ncn[nH]5)cc4)n3)c2)cc1
81	-11.5	1.3	O=C(OCc1ccccc1)N1CCCN(CCc2ccncc2)CC1
82	-15.8	30.7	CN(C)CCCNC(=O)c1cccc(CN(C(=O)c2nc3ccc(-c4cn[nH]c4)cc3s2)C2CC2)c1
83	18.5	-0.8	O=c1o[nH]c(-c2ccnc(Nc3ccc(N4CCOCC4)cc3)c2)c1-c1ccc(F)cc1
84	1.3	-18.0	Cc1cccc(CC(=O)Nc2cnn(-c3cccc(C(=O)Nc4ccc5[nH]ncc5c4)c3)c2)c1
85	34.0	2.5	CCNc1nc(Nc2ccc(N3CCOCC3)cc2)c2[nH]cnc2n1
86	-6.4	-4.7	Cc1cc(NCc2nc3ccccc3[nH]2)nc(Cl)n1
87	-15.1	-15.6	CCNc1nccc(NC2CCN(Cc3ccccc3)CC2)n1
88	-3.0	-7.4	COc1cc(NC(=O)c2ccnc(-c3ccccc3)c2)cc(OC)c1OC
89	/	-0.6	CN1[C@@H]2CC[C@H]1CC(OC(=O)c1c[nH]c3ccccc13)C2 (some centres undefined)
90	16.4	-2.5	COc1cc(Nc2nc(NC3CCN(Cc4ccccc4)CC3)nc3c2ncn3C(C)C)cc(OC)c1OC

Four records drawn at random from those above:
no.	ASK1 inh	ULK1 primary	Compound
66	-6.6	3.9	CC(C)n1c(Nc2ccc(N3CCOCC3)cc2)nc2c(NC3CCN(Cc4ccccc4)CC3)ncnc21
65	-7.1	16.9	NC(=O)c1cnc(Nc2ccc(C(F)(F)F)cc2)s1
75	1.7	11.7	Cn1nccc1Nc1ccc(N2CCC(C(=O)NCCc3ccc(O)cc3)CC2)nn1
68	-4.7	1.9	O=C1CCCN1CCn1cnc2c(NC3CC3)nc(N3CCN(c4ccccn4)CC3)nc21

Continuation:
no.	ASK1 inh	ULK1 primary	Compound
91	5.7	3.9	NS(=O)(=O)c1ccc(Nc2nccc(NC3CCN(C(=O)c4cccs4)CC3)n2)cc1
92	8.5	-4.4	CN1CCN(c2ccc(-c3cccc(C(=O)NCCc4ccc(O)cc4)n3)cc2)CC1
93	/	14.2	O=C(C1CC1)N1N=C(c2ccc(F)cc2)CC1(O)C(F)(F)F (centres undefined)
94	3.5	-1.4	OCCNc1ncnc2nc(N3CCc4ccccc4C3)[nH]c12
95	/	-13.7	O=C(C[n+]1cccc(Cl)c1)c1ccccc1
96	/	-0.1	CO/N=C(\C(=O)O)c1csc(NC=O)n1
97	/	2.4	COc1cccc(-c2cc(C(=O)O)[nH]n2)c1
98	-7.8	-16.6	Cc1noc(C)c1-c1nc(NCCOc2ccccc2)c2ncn(Cc3ccc(C(F)(F)F)cc3)c2n1
99	-4.5	-20.9	CC(=O)Nc1ccc(Nc2nc(-c3csc4ccccc34)nc3c2ncn3CCN2CCCC2=O)cc1
100	-1.7	-22.6	CC(=O)c1cccc(-c2nc(NCCOc3ccccc3)c3[nH]cnc3n2)c1
101	-0.3	-4.3	COc1ccc(-c2nccc(NCCO)n2)cc1
102	-15.6	-2.5	Cc1cc(NCc2nc3ccccc3[nH]2)nc(-c2cccc(N)c2)n1
103	-7.8	1.6	CC(=O)Nc1ccc(Nc2ncnc3nc(Nc4cccc(N(C)C)c4)[nH]c23)cc1
104	9.8	1.6	Cc1nc(C)n(-c2ccc(Nc3nccc(-c4cc(C#N)cc(N5CCOCC5)c4)n3)cc2F)n1
105	12.8	-4.6	c1ccc(N2CCN(c3nccc(Nc4ccc5c(c4)OCO5)n3)CC2)nc1
106	-13.0	-2.0	COc1cccc(CN(CCCN(C)C)C(=O)c2cc3ccc(-c4ccncc4)cc3[nH]2)c1
107	6.2	-7.3	Cc1nn(C)c(C)c1-c1nc2ccc(C(=O)NCCOc3ccccc3)cc2s1

Bioassay records deposited in PubChem BioAssay by The Scripps Research Institute Molecular Screening Center.
